# Compound activity from PubChem BioAssay.
# KDM5B inhibitor: inhibitors of human KDM5B histone demethylase; Q9UGL1; KDM5B demethylase, FDH-coupled NADH fluorescence (FDH is formaldehyde dehydrogenase); Potency, µM (titrated, usually from 57.7 µM), inactives show at the highest dose activity change, negative = inhibition, most hits filed as inhibitors; actives 2.6% (n = 220,000); active = well fitted inhibition curve with a large enough effect; inconclusive = small, poorly fitted or top-dose-only effect; inactive = no such curve, though single readings can be large or run the other way; note: 0% is about no effect; nearly all actives have a fitted effect of over 70% in size
# Target sequence (Q9UGL1 whole entry, looked up): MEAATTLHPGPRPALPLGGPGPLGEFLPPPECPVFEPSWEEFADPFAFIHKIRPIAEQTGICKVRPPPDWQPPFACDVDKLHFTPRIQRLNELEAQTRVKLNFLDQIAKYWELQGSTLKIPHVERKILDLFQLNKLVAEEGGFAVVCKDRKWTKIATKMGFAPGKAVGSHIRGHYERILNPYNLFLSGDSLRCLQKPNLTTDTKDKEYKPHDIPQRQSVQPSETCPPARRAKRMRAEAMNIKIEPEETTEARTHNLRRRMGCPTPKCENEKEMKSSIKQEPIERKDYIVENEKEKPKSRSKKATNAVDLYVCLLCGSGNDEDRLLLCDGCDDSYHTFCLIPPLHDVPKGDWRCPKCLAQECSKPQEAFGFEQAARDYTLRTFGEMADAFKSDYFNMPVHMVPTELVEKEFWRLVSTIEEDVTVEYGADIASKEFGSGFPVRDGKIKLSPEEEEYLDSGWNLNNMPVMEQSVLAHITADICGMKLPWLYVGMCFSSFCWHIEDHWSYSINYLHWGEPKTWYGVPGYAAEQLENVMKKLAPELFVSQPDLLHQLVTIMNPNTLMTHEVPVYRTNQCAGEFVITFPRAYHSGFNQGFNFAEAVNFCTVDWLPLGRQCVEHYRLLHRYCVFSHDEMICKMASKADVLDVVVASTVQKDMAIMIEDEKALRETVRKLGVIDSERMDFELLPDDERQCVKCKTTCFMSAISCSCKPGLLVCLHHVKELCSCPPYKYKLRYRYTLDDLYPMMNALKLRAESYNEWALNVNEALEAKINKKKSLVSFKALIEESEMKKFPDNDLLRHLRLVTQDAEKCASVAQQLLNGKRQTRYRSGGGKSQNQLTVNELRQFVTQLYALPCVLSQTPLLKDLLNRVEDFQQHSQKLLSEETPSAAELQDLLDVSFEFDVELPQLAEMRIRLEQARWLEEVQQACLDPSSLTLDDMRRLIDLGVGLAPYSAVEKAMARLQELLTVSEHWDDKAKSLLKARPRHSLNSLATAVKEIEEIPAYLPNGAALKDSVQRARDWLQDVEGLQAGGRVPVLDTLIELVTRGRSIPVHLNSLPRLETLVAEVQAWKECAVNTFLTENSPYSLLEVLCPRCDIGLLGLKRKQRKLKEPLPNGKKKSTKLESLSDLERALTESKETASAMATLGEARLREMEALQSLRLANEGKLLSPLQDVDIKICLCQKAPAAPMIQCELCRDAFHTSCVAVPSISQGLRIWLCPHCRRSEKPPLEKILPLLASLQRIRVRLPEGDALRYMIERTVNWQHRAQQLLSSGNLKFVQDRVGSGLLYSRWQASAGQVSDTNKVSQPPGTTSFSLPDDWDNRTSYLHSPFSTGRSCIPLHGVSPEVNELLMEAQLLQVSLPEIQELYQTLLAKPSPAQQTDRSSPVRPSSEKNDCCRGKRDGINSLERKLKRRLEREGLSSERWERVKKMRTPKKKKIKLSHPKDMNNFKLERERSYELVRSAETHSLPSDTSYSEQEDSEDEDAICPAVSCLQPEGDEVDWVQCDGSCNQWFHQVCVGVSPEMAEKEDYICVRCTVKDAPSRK
#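 Compound dilutions met 200 nM (final) KDM5BΔAP for 10 min at room temperature before substrate addition. The substrate mix held 12.5 µM H3K4me3 with cofactors 25 µM α-ketoglutarate and 50 µM Fe²⁺. NADH signal gain over 30 min defined activity.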
# Active calls of the source: *; ? = inconclusive; [ ] = another dose, or the depositor's remark. Potency is the fitted concentration of half-maximal effect. Only part of the results is shown. The share of hits here may be higher or lower than overall.
SMILES,KDM5B inhibitor
CCNCC1OCCc2ccccc21 (stereo not given),10%
O=S(=O)(Nc1ccc(Br)cc1F)c1ccc(-c2cnc(C3CC3)o2)cc1,6%
CC(C)(C)NC(=O)NC(=O)CSc1nc(-c2ccccc2)c(-c2ccccc2)o1,-7%
COc1ccc2cc(C(=O)N3CCC4(CC3)CC(C(=O)N3CCOCC3)N(C)C4)[nH]c2c1 (stereo not given),25µM*
C#CCCN1CCN(C(=O)CCc2ncc(-c3ccc(C)cc3)o2)CC1,17%
CC1(C)NC(=O)N(CC(=O)NC2CC(c3cc(=O)[nH]c(N)n3)C2)C1=O (stereo not given),23%
O=C(CSc1nc(=O)[nH]c2c1CCCC2)Nc1ccc(Cl)c(Cl)c1,-10%
CN(CC(=O)OCc1coc(-c2cccs2)n1)S(=O)(=O)c1ccc(Cl)cc1,-11%
CC(CCc1ccco1)NC(=O)C1CCN(c2ccc3nnc(C(F)(F)F)n3n2)CC1 (stereo not given),20%
Cc1cc(CN2CCCC(CCNC(=O)C3(N)CC3)C2)oc1C (stereo not given),-39%

# Individual results from the list:
# In KDM5B inhibitor, `O=C(CSc1nc(=O)[nH]c2c1CCCC2)Nc1ccc(Cl)c(Cl)c1` shows -10%
# In KDM5B inhibitor, `O=S(=O)(Nc1ccc(Br)cc1F)c1ccc(-c2cnc(C3CC3)o2)cc1` shows 6%
# In KDM5B inhibitor, `COc1ccc2cc(C(=O)N3CCC4(CC3)CC(C(=O)N3CCOCC3)N(C)C4)[nH]c2c1` (stereo not given) shows 25µM*
# In KDM5B inhibitor, `Cc1cc(CN2CCCC(CCNC(=O)C3(N)CC3)C2)oc1C` (stereo not given) shows -39%
# In KDM5B inhibitor, `CC(C)(C)NC(=O)NC(=O)CSc1nc(-c2ccccc2)c(-c2ccccc2)o1` shows -7%

# (next part)
SMILES,KDM5B inhibitor
NC(=O)CNC(=O)C1=C[C@@H](NC(=O)c2cccc(F)c2)[C@@H](O)[C@H](O)C1,-41%[86.2 µM]
COCCN1C(=O)c2ccccc2C(C(=O)NC2CCCCC2)C12CCCC2 (stereo not given),-31%
CCCn1cc(S(=O)(=O)c2ccc(C)cc2)c(=O)c2cc(OC)c(OC)cc21,-19%
COc1ccc2ccc(OCc3nc(C(=O)N4CCCC(C)(CO)C4)co3)cc2c1 (stereo not given),-25%
COc1ccc(NC(=O)Cn2nc(-c3ccc(C)cc3)c3ccccc3c2=O)cc1,11%
Cc1cc(C)cc(NC(=O)c2cc(S(=O)(=O)N3CCCCC3)c[nH]2)c1,?
C#CC1(O)CCN(C(C)(C)C)CC1C (stereo not given),24%
Cc1ccc2nc(-c3cc(C)sc3C)cc(C(=O)O)c2c1,4%
CSc1ccccc1-c1ccc(N2CCN(C)CC2)nn1,-18%
CCc1nc(CN2CCOC(c3ccc4cc(OC)ccc4c3)C2)no1 (stereo not given),?
CN1CC(=O)N(CCCC(=O)Nc2cccc3cccnc23)C1=O,11%
CCOc1cc(Br)c(C2C(C(=O)OC)=C(C)NC3=C2C(=O)c2ccccc23)cc1OCC (stereo not given),?
COc1ccc(NC(=O)c2c(-c3cnn(C)c3NCc3ccccc3)noc2C)cc1,-17%[86.2 µM]
CCCn1cnc2cc(NC(=O)c3cc(OC)c(OC)c(OC)c3)ccc21,3%
COc1cc(Cl)c(C)cc1NC(=O)Cn1c(C)cc2nc3n(c(=O)c21)CCCCC3,24%
CCOC(=O)c1c(C)[nH]c(C)c1S(=O)(=O)N1CCC(C(=O)N2CCN(c3cc(C)ccc3C)CC2)CC1,?
O=C(O)c1cc(-c2ccco2)nc2cc(Br)ccc12,-41%
O=C(NC1CCCC1)N1CCC(Nc2cccnc2)C1 (stereo not given),?
CS(=O)(=O)N1CCC(OC2CCN(C(=O)Nc3ccccc3)CC2)CC1,28%
CCn1c(COc2ccc3ccccc3c2C)nnc1SCC(=O)Nc1cccc(C(=O)O)c1,-4%
COC(=O)CNC(=O)c1cc(-c2ccccc2Cl)nc2ccc(Br)cc12,2%
COc1ccc(-c2nc(C)nc3c2CCN([S+](=O)([O-])c2cccs2)CC3)cc1,-34%
CO[C@H]1[C@H](NC(=O)c2ccc3c(c2)OCO3)c2ccccc2C12CCNCC2,-36%
Cc1nc(N2CCCC2)c2c(C(=O)Nc3cccc(Cl)c3C)c(C)oc2n1,?
CSCC[C@H](NC(=O)OC(C)(C)C)c1nnc(SC)o1,0%
CC1(C)CC2(CCCN(C(=S)Nc3ccccc3)C2)CCO1 (stereo not given),3%
COCCNC(=O)C1(C)CN(C)Cc2ccc(Nc3ccccc3)nc21 (stereo not given),-23%[86.2 µM]
Cc1[nH]c2ccccc2c1C(=O)C(=O)NC(C)c1ccccc1 (stereo not given),11%
Cc1ccc(-c2nnc(SCC(=O)Nc3cc(C)on3)n2C2CC2)cc1,19%
COc1cccc(NC(=O)CC2CCCN(c3cnn(C)c(=O)c3)C2)c1 (stereo not given),18%
CCOc1ccc(N2CC(NC(=O)C(=O)c3c[nH]c4ccccc34)CC2=O)cc1 (stereo not given),?
Nc1nnc(SCC(=O)Nc2cccc(F)c2)s1,2%
O=C(Nc1nccs1)c1occc1-c1ccccc1,-7%
COCCNC(=O)c1c(NC(=O)c2cc(=O)c3cc(Cl)ccc3o2)sc2c1CCCC2,6%
O=C(Nc1ccc2c(N3CCOCC3)ncnc2c1)c1ccc(Br)o1,-19%
C[C@@H](NC(=O)C1=C[C@@H](NC(=O)CS(=O)(=O)c2ccccc2)[C@@H](O)[C@H](O)C1)C(N)=O,-18%[86.2 µM]
CC(NC(=O)NCCNc1ncccn1)c1ccccn1 (stereo not given),62%[activator]
CC(=O)c1c(C)[nH]c(-c2csc(CC(=O)Nc3ccc(C)cc3C)n2)c1C,-9%
COc1ccc(C(=O)c2cccc(C(=O)c3ccc(OC)c(C)c3)c2)cc1C,-4%
CCCCOC(=O)N1CCCn2nc(C(=O)N3CCOCC3)cc2C1,5%
Cc1ccc(NC(=O)N2CCN(c3nnc(C)c4c(C)n(-c5ccc(Cl)cc5)nc34)CC2)c(C)c1,-26%
COc1ccc2c(COC(=O)CNC(=O)c3ccc(C)c(C)c3)cc(=O)oc2c1,?
COc1ccc(-c2noc(CCCC(=O)N3CCCC3c3nc(C4CCOCC4)no3)n2)cc1OC (stereo not given),4%
O=C(c1ccsc1)N1CCCC(Cc2nncn2CC2CC2)C1 (stereo not given),-10%
CCN1c2ccccc2-c2nc(SCC(=O)NCc3ccccc3)ncc2S1(=O)=O,?
COCc1nc(C2CCCN(C(=O)c3nccn3C)C2)no1 (stereo not given),-3%
O=C(Nc1ccc2c(c1)CCC2)c1cc2ncccn2n1,-5%
CC(C)Oc1ccc(CNC(=O)c2cnc3sc(N4CCCC4)nn3c2=O)cc1,?
CCOc1cccc2cc(-c3nc4sc(C(=O)Nc5ccc(C)cc5)c(C)c4c(=O)[nH]3)c(=O)oc12,-15%
Cc1ccc(C(=O)C(C)OC(=O)c2ccc(S(=O)(=O)N(C)C)cc2)cc1C (stereo not given),8%

# For convenience, two of the compounds above:
SMILES,KDM5B inhibitor
COc1ccc(-c2noc(CCCC(=O)N3CCCC3c3nc(C4CCOCC4)no3)n2)cc1OC (stereo not given),4%
O=C(c1ccsc1)N1CCCC(Cc2nncn2CC2CC2)C1 (stereo not given),-10%

# (further entries)
SMILES,KDM5B inhibitor
CC(NC(=S)NNC(=O)c1ccco1)c1ccccc1 (stereo not given),20%
CN(CCn1ccnc1)c1ccc(-c2nc(-c3cccc(Cl)c3)no2)cn1,?
CN1C(C(=O)Nc2cccc(O)c2)=CC(c2ccco2)=NS1(=O)=O,-25%
Cc1ccccc1NC(=O)CSc1c(C(C)C)cnc2c1c(=O)n(C)c(=O)n2C,-34%
O=C(Cn1c(=O)c2c(ncn2C2CCCC2)n(Cc2ccccc2)c1=O)N1CCc2ccccc21,-21%
O=C(COC(=O)CCCC1=NS(=O)(=O)c2ccccc2N1)Nc1ccc(Br)cc1,-5%
COc1cccc(C2C(C(=O)Nc3ccccc3)=C(C)Nc3nnnn32)c1OC (stereo not given),2%
COc1ccc(Oc2c(C)oc3cc(OCc4ccc(F)cc4)ccc3c2=O)cc1,-23%
CCOC(=O)c1ccc(N2C(=O)c3n[nH]c(-c4ccco4)c3C2c2ccc(C)cc2)cc1 (stereo not given),?
O=C(NCC1(O)CCCNCC1)c1cccc(-c2ccc(F)cc2)c1 (stereo not given),19%
CC(C)NC(=O)c1ccccc1OCC1CCCN(Cc2cncs2)C1 (stereo not given),0%
Cc1ncc2c(c1CNC(=O)c1ccc3c(c1)OCO3)CCN(C(=O)c1ccc3ccccc3c1)C2,34%[activator]
COc1ccc(Cl)cc1C(=O)N1CCCN(c2cc(-c3ccc(F)cc3)[nH]n2)CC1,-28%
O=C(Nc1cccc(S(=O)(=O)N2CCCCC2)c1)c1nc(-c2ccccc2)n(-c2ccccc2)n1,8%
COc1cc(O)ccc1-c1nc2ccc(Br)cn2c1Nc1ccccc1C,?
CCn1ncc(N2CCCC(CC(=O)NCc3cccc(F)c3)C2)cc1=O (stereo not given),32%[activator]
CCCNC(=O)Cn1nc(C)n2nc(-c3ccc(CC)cc3)cc2c1=O,4%
COc1ccc(CC(=O)NCCS(=O)(=O)N2CCN(c3ccccc3F)CC2)cc1OC,-9%
Cc1ccc(-c2ccc3nnc(CNC(=O)c4c(F)cccc4F)n3n2)cc1,25µM*
c1ccc2c(CSc3nc4ccccc4s3)cccc2c1,-15%
c1ccc(-c2nnc3n2CCN(Cc2cccnc2)C3)cc1,-28%[86.2 µM]
CS(=O)(=O)N1CCC(N2C(=O)C3(CCCCC3)C2c2ccccc2)CC1 (stereo not given),-10%
COc1ccc(Br)cc1CSc1nnc(C2CC2)n1C1CC1,-9%
Cc1c(OCC(=O)Nc2ccc(F)cc2)c(=O)ccn1C,25%
CCn1cnnc1CC1CCN(C(=O)c2ccc(OC)cc2OC)C1 (stereo not given),9%
COc1ccc(C(=O)N=c2sc3cc(Cl)ccc3n2C)cc1,-24%
Cc1ccc(C2=CC(c3c(F)cccc3Cl)n3ncnc3N2)cc1C (stereo not given),?
Cc1ccsc1C(=O)N1CCC(n2cc(-c3nc(-c4ccccc4)no3)nn2)C1 (stereo not given),25%
O=C(c1ccccc1F)N1CCCC2(C1)C(=NC1CCCCC1)NC(=O)N2c1cccnc1 (stereo not given),23%
COc1ccc(C)cc1NC(=O)c1cccc(-n2cccc2)c1,?
COc1ccccc1OCCNC(=O)CCC1CCN(C(=O)c2ccccc2)CC1,-14%
COc1ccccc1C(=O)Nc1ccc(S(=O)(=O)N2CCN(C)CC2)cc1,-8%
COCCN1CC(Cc2ncccc2C(=O)N2CCCCC2)CC1=O (stereo not given),24%
O=C(NC1CCCC1)C(c1cccnc1)N(C(=O)c1csnn1)c1ccccc1 (stereo not given),32%[activator]
Cc1ccc(S(=O)(=O)N2CCCC2C(=O)n2nc(C)c(Sc3ccccc3)c2C)cc1 (stereo not given),17%
O=C(N[C@H]1CO[C@H]2[C@@H]1OC[C@@H]2Nc1nccc(-c2ccc(-c3ccccc3)cc2)n1)C1CCCCC1,?
COc1ccc(OCC(O)CN(C)C)c(CN2CCC(c3ccncn3)CC2)c1 (stereo not given),19%
Cc1csc(NC(=O)CCc2c(C)nn(C)c2C)n1,16%
COc1ccc(CCC(=O)NCCc2csc(-c3cccc(C)c3)n2)cc1,-21%
O=C1CCCC2=C1C(c1cccc(F)c1F)Nc1nonc1N2 (stereo not given),8%
Cc1ccc(C2=[N+]([O-])C(C)(C)N(O)C2C)cc1 (stereo not given),-6%
COc1cc(-c2nnc(SCC(=O)Oc3ccccc3Cl)o2)cc(OC)c1OC,?
CC(CCc1ccccc1)NC(=O)C1CC1c1ccccc1 (stereo not given),28%
CCN(Cc1ccccc1)S(=O)(=O)c1ccc(F)c(C(=O)Nc2cc(C)ccc2OC)c1,?
Cn1ncc(N2CCC(NC(=O)c3ccccc3)CC2)cc1=O,-12%
N#Cc1ccc(CN2CCC3(CC2)CC(c2cccc(C(F)(F)F)c2)=NO3)cc1,-16%
OCC1CN(c2ncccn2)CC12CCN(Cc1cc(F)ccc1F)CC2 (stereo not given),?
COc1ccc(-c2nc3scc(CCNS(=O)(=O)c4ccccc4F)n3n2)cc1,-15%
COCCN(C)C[C@@H]1CN(C(=O)c2cnn(-c3ccccc3)c2)C[C@@H]1CO,7%
COc1ccc(C2Cn3nnc(-c4nc(-c5cccnc5)no4)c3CO2)cc1 (stereo not given),-1%

# Reprinted at random: 6 compounds from above
SMILES,KDM5B inhibitor
CC(CCc1ccccc1)NC(=O)C1CC1c1ccccc1 (stereo not given),28%
OCC1CN(c2ncccn2)CC12CCN(Cc1cc(F)ccc1F)CC2 (stereo not given),?
COCCN(C)C[C@@H]1CN(C(=O)c2cnn(-c3ccccc3)c2)C[C@@H]1CO,7%
Cn1ncc(N2CCC(NC(=O)c3ccccc3)CC2)cc1=O,-12%
Cc1ccc(C2=[N+]([O-])C(C)(C)N(O)C2C)cc1 (stereo not given),-6%
COc1cc(-c2nnc(SCC(=O)Oc3ccccc3Cl)o2)cc(OC)c1OC,?

# The list continues:
SMILES,KDM5B inhibitor
Cc1ccsc1[C@@H]1CCN(Cc2ccc(-c3ccn[nH]3)o2)C[C@H]1O,?
CCc1nnc(CC)n1N,20%
COc1cccc(C(=O)N2CCC(c3nn(Cc4ccccc4)c(=O)[nH]3)CC2)c1,-12%
CC1CCN(C(=O)C2CCN(c3nc(-c4ccccc4)nc4c3CCC4)CC2)CC1,-24%
O=C(c1ccc(Cl)cc1)N1CCC2(CC1)C(=O)Nc1ccccc12,-1%[149 µM]
